L3MBTL1 inh: blocks human L3MBTL1 | Q9Y468 | AlphaScreen L3MBTL1–H3K9me1 peptide binding | Potency, µM (titrated, usually from 57.1 µM), for the others: top-dose activity, negative = inhibition, most hits filed as inhibitors | 230,000 compounds, 0.66% hits | AID 485360; note: % is set by controls: 0 for no effect and ±100 for the full control effect; nearly all actives have a fitted effect of over 60% in size
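First, the protein-peptide complex forms for 30 min at room temperature (L3MBTL1 50 nM, biotinylated H3K9me1 peptide 75 nM). Next, compounds are pin-transferred and incubated 30 min. Finally, AlphaScreen beads are added and read after 30 min.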
Tau fibril FP: tau fibrillization inhibition (FP). AID 1468. P10636. 280,000 compounds, 0.39% hits. Potency, µM (titrated, usually from 57.7 µM), for inactives: top-dose activity, negative = inhibition, actives largely listed as inhibitors. K18 P301L tau heparin fibrillization, Alexa594 FP, 6 h; note: % is set by controls: 0 for no effect and ±100 for the full control effect; nearly all actives have a fitted effect of over 55% in size
Target sequence (P10636 561-689 P618L limits assumed): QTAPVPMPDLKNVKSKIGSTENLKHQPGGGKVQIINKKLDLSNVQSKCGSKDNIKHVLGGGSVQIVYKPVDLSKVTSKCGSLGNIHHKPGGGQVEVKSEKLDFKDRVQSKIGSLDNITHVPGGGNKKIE
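Quantitative HTS format: compounds meet 15 uM recombinant K18 P301L tau and Alexa 594-tau tracer in 100 mM sodium acetate pH 7; 20 uM heparin triggers fibrillization at 37 C over 6 hr; FP gives the signal.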
HTT ATP protect: Huntington cell model cytoprotection by ATP luminescence; 230,000 compounds, 0.14% hits; Potency, µM (doses to about 56.4 µM), for the others: cytoprotection (ATP increase), usual class: activators; PC12 HTT-Q103 induced, cytoprotection, ATP luminescence, 40 h; AID 1471;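 note: % of control where 0% means no effect; nearly all actives have a fitted effect of over 45% in size; toxic huntingtin expression switched on by the ecdysone agonist tebufenozide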
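Compounds added alongside 100 nM tebufenozide, which induces toxic Q103 huntingtin exon 1-GFP in stable PC12 cells; surviving cells quantified by luminescent ATP measurement. Medium: phenol red-free DMEM, 5% equine and 5% calf serum.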
Tau fluor counter: counter-screen for tau fibril formation inhibitors. tau K18 P301L Alexa594 fluorescence, heparin fibrillization. Potency, µM (series often up to 57.7 µM), inactives show at the top dose activity change, negative = decrease. 280,000 compounds, 0.93% hits. AID 1463; note: % is set by controls: 0 for no effect and ±100 for the full control effect; nearly all actives have a fitted effect of over 55% in size
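Human K18 P301L tau (15 uM unlabeled plus 0.24 uM Alexa 594-labeled, final) in 100 mM sodium acetate pH 7 was mixed with compound and 20 uM heparin and incubated 6 hr at 37 C.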
Tau ThT inhib: tau fibrillization inhibition (ThT binding); P10636; recombinant tau K18 P301L (four-repeat tau fragment), heparin-induced fibrillization, ThT fluorescence; Potency, µM (top dose mostly 57.4 µM), inactives show at the top dose activity, negative = inhibition, actives largely listed as inhibitors; 270,000 compounds, 2.1% hits; AID 1460; note: % is set by controls: 0 for no effect and ±100 for the full control effect; nearly all actives have a fitted effect of over 55% in size
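Tau K18 P301L fragment (15 uM unlabeled plus 0.24 uM Alexa 594-labeled) in 100 mM sodium acetate pH 7 with compound, fibrillization induced by 20 uM heparin for 6 hr at 37 C. Thioflavin T (30 uM) added, fluorescence read after 1 hr (ex 450, em 510 nm).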
TRb SRC2 PPI: inhibitors of human thyroid hormone receptor beta-SRC2 interaction; P10828; AID 1469; 280,000 compounds, 0.065% hits; TRbeta-SRC2 peptide binding, fluorescence polarization; receptor liganded with 1 µM T3; Potency, µM (highest dose often 106 µM), inactives show at the top dose activity change, negative = inhibition, most hits filed as inhibitors;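 note: plate controls were bound peptide for no effect and peptide without receptor for full effect; nearly all actives have a fitted effect of over 50% in size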
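Quantitative HTS by FP: 0.6 uM TRb LBD, 20 nM labeled SRC2 20-mer, 1 uM T3, 5% DMSO; 5 hr ambient incubation; % activity per concentration and potencies from concentration series.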
RECQ1 helicase: blocks DNA unwinding by human RECQ1 | Potency, µM (titrated, usually from 57.3 µM), for inactives: top-dose activity, negative = inhibition, most hits filed as inhibitors | RECQ1 DNA unwinding, red fluorescence kinetic read | AID 2549 | 240,000 compounds, 0.54% hits | P46063;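 note: plate controls were vehicle for no effect and no enzyme for full effect; nearly all actives have a fitted effect of over 30% in size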
Target sequence (P46063 whole entry, looked up): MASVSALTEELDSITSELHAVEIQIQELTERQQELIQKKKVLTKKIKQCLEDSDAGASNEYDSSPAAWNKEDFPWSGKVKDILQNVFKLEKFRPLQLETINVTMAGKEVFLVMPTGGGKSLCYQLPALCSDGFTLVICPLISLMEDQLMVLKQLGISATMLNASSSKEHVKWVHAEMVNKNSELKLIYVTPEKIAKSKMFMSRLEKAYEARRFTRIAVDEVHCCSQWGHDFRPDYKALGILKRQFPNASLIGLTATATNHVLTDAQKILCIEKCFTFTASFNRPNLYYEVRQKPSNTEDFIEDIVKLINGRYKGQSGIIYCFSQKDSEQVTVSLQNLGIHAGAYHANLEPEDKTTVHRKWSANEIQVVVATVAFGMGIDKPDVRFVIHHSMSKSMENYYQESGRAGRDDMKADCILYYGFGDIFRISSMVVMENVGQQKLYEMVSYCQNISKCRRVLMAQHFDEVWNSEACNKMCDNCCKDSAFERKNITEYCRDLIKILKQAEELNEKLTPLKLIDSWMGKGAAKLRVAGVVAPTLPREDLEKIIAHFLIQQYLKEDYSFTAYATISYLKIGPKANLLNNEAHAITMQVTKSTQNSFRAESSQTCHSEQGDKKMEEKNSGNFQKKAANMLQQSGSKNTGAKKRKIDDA
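50 nM RECQ1T1 preincubated 15 min with compound in Tris pH 8.0 buffer with MgCl2, DTT, Tween-20 and 2.5 ug/ml poly(dI-dC); started with 200 nM TAMRA/BHQ-2 forked duplex and 2 mM ATP. Unwinding read as fluorescence (525/598 nm), two reads 2 h apart.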
TR SRC2 fluor cs: alters Texas Red total fluorescence, flagging assay interference | TRb/SRC2 Texas Red total fluorescence interference | Potency, µM (highest dose often 106 µM), for inactives: at the top dose fluorescence change, negative = quenching | 280,000 compounds, 0.29% hits | AID 1479; active = well fitted curve in either direction with a large enough effect; inconclusive = small, poorly fitted or top-dose-only effect; note: % is set by controls: 0 for no effect and ±100 for the full control effect
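Human TRb ligand-binding domain at 0.6 uM with 20 nM Texas Red SRC2 peptide in Tris buffer containing 1 uM T3 and 5% DMSO, incubated with compound 5 h at ambient temperature. Total fluorescence (555/632 nm) calculated as parallel + 2 × perpendicular.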
* marks the source's active call; other numbers are inactive results; & = joins results of further samples; [ ] = dose if it differs, or a comment. Unless noted, calls come from the whole dose curve; as a rule, active = well fitted curve in the direction sought with a large enough effect; inconclusive = small, poorly fitted or top-dose-only effect, or another doubt; inactive = no such curve, though single readings can be large; an effect the other way counts as inactive or inconclusive. Potency is the fitted concentration of half-maximal effect. This is a subset, so the mix of outcomes need not match the whole.

`Cc1cccc(NC(=O)CN(C)S(=O)(=O)c2ccc(Cl)cc2)n1` gave L3MBTL1 inh 1%, Tau fibril FP -4%, HTT ATP protect 1%[0.074 µM], Tau fluor counter 2%, Tau ThT inhib 1%, TRb SRC2 PPI -1%, RECQ1 helicase inactive and TR SRC2 fluor cs 1%.
`O=C(CN1CCOCC1)Nc1ccc(NC(=O)CN2CCOCC2)c(Cl)c1` gave L3MBTL1 inh 3%, Tau fibril FP 5%, HTT ATP protect 12%, Tau fluor counter -4%, Tau ThT inhib 3%, TRb SRC2 PPI -20%, RECQ1 helicase 13% and TR SRC2 fluor cs -2%.
`CCOc1ccc(CC(=O)NCCc2sc3nc(-c4ccc(F)cc4)nn3c2C)cc1` gave Tau fibril FP -8%, Tau fluor counter -11%, Tau ThT inhib -3%, TRb SRC2 PPI -8% and TR SRC2 fluor cs -2%.
Screening N#Cc1ccc(Oc2nc(C#N)cc(-c3ccccc3)n2)cc1 returned L3MBTL1 inh 0%, Tau fibril FP -8%, HTT ATP protect 27%[10 µM], Tau fluor counter -13%, Tau ThT inhib -11%, TRb SRC2 PPI 7%, RECQ1 helicase inactive and TR SRC2 fluor cs -2%.
Screening Cc1cc(C)cc(OCC(=O)OC/C(O)=C(\C#N)c2nc3ccccc3[nH]2)c1 returned L3MBTL1 inh -16%, Tau fibril FP 0%, HTT ATP protect 2%[1.9 µM], Tau fluor counter -20%, Tau ThT inhib -9%, TRb SRC2 PPI -4%, RECQ1 helicase 1% and TR SRC2 fluor cs 8%.
Screening CC1CC(C)(C)CC2(C1)NC(=O)N(CC(=O)NCCc1c[nH]c3ccccc13)C2=O (stereo unspecified) returned L3MBTL1 inh 5%, Tau fibril FP 8%, HTT ATP protect -5%[10 µM], Tau fluor counter -21%, Tau ThT inhib -9%, TRb SRC2 PPI -6%, RECQ1 helicase -5% and TR SRC2 fluor cs -5%.
NC(N)=Nc1nc(-c2ccccc2)c2ccccc2n1 was read as L3MBTL1 inh -4%, Tau fibril FP 1%, HTT ATP protect 0%[10 µM], Tau fluor counter -20%, Tau ThT inhib inconclusive, TRb SRC2 PPI -3%, RECQ1 helicase -2% and TR SRC2 fluor cs -5%.
`COc1ccc(NC(=O)c2nc(S(=O)(=O)Cc3ccc(C)cc3)ncc2Cl)cc1` gave Tau fibril FP 5%, Tau fluor counter 2%, Tau ThT inhib inconclusive, TRb SRC2 PPI -1% and TR SRC2 fluor cs 0%.
`CC(=O)NS(=O)(=O)c1ccc(NC(=O)c2ccc(Br)o2)cc1` gave Tau fibril FP 2%, HTT ATP protect 13%, Tau fluor counter -4%, Tau ThT inhib -6%, TRb SRC2 PPI 2%, RECQ1 helicase inactive and TR SRC2 fluor cs 0%.
`Cc1ccc2nc(SCC(=O)NCc3cccs3)[nH]c2c1` gave L3MBTL1 inh -21%, Tau fibril FP 8%, HTT ATP protect -47%[inhibitor], Tau fluor counter -3%, Tau ThT inhib -5%, TRb SRC2 PPI 0%, RECQ1 helicase inactive and TR SRC2 fluor cs -2%.
For CCOC(=O)C1=C(C)c2ccccc2N(S(=O)(=O)C(F)(F)F)C1C(=O)OCC (stereo unspecified) the results were L3MBTL1 inh 26%, Tau fibril FP -7%[81.3 µM], HTT ATP protect -22%, Tau fluor counter -20%[81.3 µM], Tau ThT inhib -4%[81.4 µM], TRb SRC2 PPI 8%, RECQ1 helicase -2%[81.1 µM] and TR SRC2 fluor cs 3%.
For Cc1ccc(NC(=O)c2cc(S(=O)(=O)NCCC3=CCCCC3)ccc2F)cc1F the results were L3MBTL1 inh 6%, Tau fibril FP inconclusive, HTT ATP protect 7%[10 µM], Tau fluor counter inconclusive, Tau ThT inhib 4%&1%, TRb SRC2 PPI 9%&2%, RECQ1 helicase -17% and TR SRC2 fluor cs -3%&0%.
COc1ccc(Br)cc1CNC(=O)C1CCN(C(=O)N(C)C)CC1 was read as Tau fibril FP -6%, HTT ATP protect -54%[inhibitor], Tau fluor counter -11%, Tau ThT inhib -12%, TRb SRC2 PPI 5%, RECQ1 helicase -15% and TR SRC2 fluor cs -2%.
For C/C(N)=C(/C#N)C(=O)CSc1nnc(-c2ccc3c(c2)OCO3)o1 the results were Tau fibril FP 4%, HTT ATP protect -10%, Tau fluor counter -12%, Tau ThT inhib inconclusive, TRb SRC2 PPI -16%, RECQ1 helicase inactive and TR SRC2 fluor cs 4%.
For COc1ccccc1OP(=O)(O)Oc1ccccc1OC the results were L3MBTL1 inh 1%, Tau fibril FP 0%, HTT ATP protect 5%[10 µM], Tau fluor counter 4%, Tau ThT inhib -3%, TRb SRC2 PPI 5%, RECQ1 helicase inactive and TR SRC2 fluor cs 2%.
O=C(CC1Sc2ncnn2C1=O)Nc1ccc(Cl)cc1 (stereo unspecified) was read as L3MBTL1 inh -4%, Tau fibril FP -9%, Tau fluor counter -12%, Tau ThT inhib inconclusive, TRb SRC2 PPI 2%, RECQ1 helicase inactive and TR SRC2 fluor cs 2%.
For Cc1cccc(C(=O)OCC(=O)Nc2ccc(N3CCCCC3)cc2)c1O the results were Tau fibril FP 10%, HTT ATP protect -3%[4.97 µM], Tau fluor counter -27%, Tau ThT inhib -16%, TRb SRC2 PPI 8%, RECQ1 helicase -9% and TR SRC2 fluor cs -2%.
For Cc1ccc2c(c1)cc1c(=O)n(Cc3cccc(Cl)c3)nc(C)n12 the results were Tau fibril FP 1%, Tau fluor counter 3%, Tau ThT inhib -4%, TRb SRC2 PPI 5% and TR SRC2 fluor cs -1%.
`COc1ccc(CCN(C(=O)C(F)(F)F)C(C(=O)NC2CCCCC2)c2cccs2)cc1` (stereo unspecified) gave L3MBTL1 inh 8%, Tau fibril FP -7%, HTT ATP protect 27%[10 µM], Tau fluor counter -12%, Tau ThT inhib -12%, TRb SRC2 PPI -7%, RECQ1 helicase -1% and TR SRC2 fluor cs -1%.
Screening O=C(NCN1CCN(c2ccccc2F)CC1)c1cccnc1 returned L3MBTL1 inh 34%[activator], Tau fibril FP -6%, HTT ATP protect -20%, Tau fluor counter 8%, Tau ThT inhib 15%, TRb SRC2 PPI -4%, RECQ1 helicase inactive and TR SRC2 fluor cs -4%.
Cc1ccc(OC2=NS(=O)(=O)c3ccccc32)cc1 was read as Tau fibril FP -3%, HTT ATP protect 32%, Tau fluor counter -6%, Tau ThT inhib -10%, TRb SRC2 PPI -12%, RECQ1 helicase -3% and TR SRC2 fluor cs -1%.
Screening COc1ccc(C(C)=O)cc1CN1CCCCC1 returned L3MBTL1 inh inconclusive, Tau fibril FP -4%, HTT ATP protect -20%[10 µM], Tau fluor counter 2%, Tau ThT inhib 2%, TRb SRC2 PPI 0%, RECQ1 helicase -8% and TR SRC2 fluor cs -5%.
Screening CCc1ccccc1N(C)C(=O)Cn1cnc2sc(C)c(S(=O)(=O)N3CCN(c4ncccn4)CC3)c2c1=O returned Tau fibril FP 4%, Tau fluor counter -7%, Tau ThT inhib -7%, TRb SRC2 PPI 2% and TR SRC2 fluor cs -9%.
Cc1c(Cl)cccc1N(CC(=O)NC1CCCCC1)S(C)(=O)=O was read as L3MBTL1 inh -2%, Tau fibril FP -6%, HTT ATP protect 4%[10 µM], Tau fluor counter -2%, Tau ThT inhib 4%, TRb SRC2 PPI -9%, RECQ1 helicase inactive and TR SRC2 fluor cs 0%.
Screening O=C(c1ccc([N+](=O)[O-])cc1)N1CCSC1c1ccc(Cl)cc1 (stereo unspecified) returned L3MBTL1 inh -16%, Tau fibril FP -4%, HTT ATP protect 12%[10 µM], Tau fluor counter -26%, Tau ThT inhib -16%, TRb SRC2 PPI 3%, RECQ1 helicase 0% and TR SRC2 fluor cs -1%.
For Cc1ccc(Nc2nc(NCC3CCCO3)nc(N)c2[N+](=O)[O-])cc1 (stereo unspecified) the results were L3MBTL1 inh -4%, Tau fibril FP -1%, HTT ATP protect -3%[10 µM], Tau fluor counter -20%, Tau ThT inhib -11%, TRb SRC2 PPI -1%, RECQ1 helicase 4% and TR SRC2 fluor cs 1%.
For CN1/C(=C/C2CC(=O)NC2=O)C(C)(C)c2ccccc21 (stereo unspecified) the results were Tau fibril FP inconclusive, HTT ATP protect 17%, Tau fluor counter -19%, Tau ThT inhib 28µM*, TRb SRC2 PPI 7%, RECQ1 helicase -11% and TR SRC2 fluor cs -3%.
COc1ccccc1CNS(=O)(=O)c1c(C)noc1C was read as L3MBTL1 inh 9%, Tau fibril FP -9%, HTT ATP protect -9%, Tau fluor counter -12%, Tau ThT inhib -7%, TRb SRC2 PPI -7%, RECQ1 helicase inactive and TR SRC2 fluor cs -1%.
For O=C(Nc1ccc2c(c1)OCO2)c1cc(-c2cccnc2)nc2ccccc12 the results were L3MBTL1 inh inconclusive, Tau fibril FP 9%, HTT ATP protect -40%[inhibitor], Tau fluor counter inconclusive, Tau ThT inhib inconclusive, TRb SRC2 PPI 0%, RECQ1 helicase 4% and TR SRC2 fluor cs -5%.
`CC(C)c1nc2sc3c(=S)nc[nH]c3c2c2c1CCC2` gave L3MBTL1 inh -6%, Tau fibril FP 2%, HTT ATP protect 28%[10 µM], Tau fluor counter -29%, Tau ThT inhib inconclusive, TRb SRC2 PPI -12%, RECQ1 helicase -3% and TR SRC2 fluor cs -2%.
Screening COc1cccc(CNC(=O)Cn2c(=O)c3cccn3c3ccc(F)cc32)c1OC returned Tau fibril FP -7%, Tau fluor counter 2%, Tau ThT inhib -8%, TRb SRC2 PPI 0% and TR SRC2 fluor cs 3%.

Assay outcomes as filed in PubChem BioAssay.
